CASP6 VEID inh: human caspase-6 inhibitors, primary screen, biochemical, VEID-R110 fluorescence, single point, set 2; 0.53% of 350,000 active; purified caspase-6, Z-VEID-R110 cleavage fluorescence; inhibition, % at 12.5 µM; P55212;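 active = mean inhibition across replicates at least about 35%, with every replicate also reaching that limit, limit read from the data; inconclusive = only one of the two criteria met; inactive = neither criterion met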;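 note: 0% = median of neutral control wells and 100% = no fluorescence left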
Target sequence (P55212 24-179 limits assumed): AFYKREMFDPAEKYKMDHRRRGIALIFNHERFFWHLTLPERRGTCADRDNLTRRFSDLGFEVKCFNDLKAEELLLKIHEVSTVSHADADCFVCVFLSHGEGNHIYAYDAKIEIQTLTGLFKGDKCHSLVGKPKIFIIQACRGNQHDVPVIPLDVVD
Target sequence (P55212 194-293 limits assumed): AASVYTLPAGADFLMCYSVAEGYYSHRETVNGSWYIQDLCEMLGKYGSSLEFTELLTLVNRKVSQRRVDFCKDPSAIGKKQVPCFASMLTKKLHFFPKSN
E-selectin induc: E-selectin induction in HUVECs, primary screen, imaging, HUVEC, immunofluorescence imaging, single point; P16581; normalized: neutral wells 0, TNF-alpha wells 100; activation, % at 7.58 µM; 0.37% of 260,000 active; AID 686992, 2013;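 active = mean E-selectin-positive cell signal at least 10% of the positive control, reached in at least 60% of replicates, without over 20% cell loss; inconclusive = no rule given, readout overlaps actives, possibly toxicity-flagged; inactive = the rest, including those meeting only one limit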;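 note: in these data hits start at about 27%; measured in HUVEC primary endothelial cells; signal is the percent of cells scored E-selectin positive by PE staining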
Target sequence (P16581 whole entry, looked up): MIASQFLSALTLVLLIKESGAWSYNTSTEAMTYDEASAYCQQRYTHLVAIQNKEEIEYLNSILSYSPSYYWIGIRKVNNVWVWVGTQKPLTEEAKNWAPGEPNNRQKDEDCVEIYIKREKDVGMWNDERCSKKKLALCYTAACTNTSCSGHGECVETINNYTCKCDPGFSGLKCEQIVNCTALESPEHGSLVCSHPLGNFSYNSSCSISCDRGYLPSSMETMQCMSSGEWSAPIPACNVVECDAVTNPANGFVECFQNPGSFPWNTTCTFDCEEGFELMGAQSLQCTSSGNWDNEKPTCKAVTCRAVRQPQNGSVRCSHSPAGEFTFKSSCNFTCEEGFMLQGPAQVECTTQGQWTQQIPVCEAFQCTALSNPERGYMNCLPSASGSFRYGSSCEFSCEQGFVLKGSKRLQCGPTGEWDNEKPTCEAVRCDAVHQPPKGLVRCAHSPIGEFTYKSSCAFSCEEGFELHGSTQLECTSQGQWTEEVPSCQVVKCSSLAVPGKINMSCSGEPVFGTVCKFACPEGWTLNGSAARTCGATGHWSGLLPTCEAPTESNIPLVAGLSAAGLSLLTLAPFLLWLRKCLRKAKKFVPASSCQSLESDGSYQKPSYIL
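Test system – human umbilical vein endothelial cells (HUVEC), E-selectin induction · Input – 3,000 HUVEC seeded per well · Buffer or medium – EGM-2, gelatin · Compound dosing – single-point compound dose · Detection – immunofluorescence imaging · Measure – percent E-selectin-positive cells · Controls – TNF-alpha high, DMSO low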
F508del corr: F508del CFTR correction, initial screen, CFBE line, single point; 0.36% of 350,000 active; activity (quench increase), % at 7.58 µM; CFBE cells, YFP halide quenching; stimulated with forskolin plus potentiator P3; % fluorescence drop versus neutral controls;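 active = mean added fluorescence quench of at least 8% versus neutral control, with both replicates also reaching 8%; inconclusive = only one of the mean or replicate conditions met; inactive = mean below 8% and not both replicates reaching 8%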;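 note: cells transiently co-express mutant CFTR-F508del with the halide-sensitive YFP; corrector assay measuring rescue of mutant channel to the surface after 24 h compound exposure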
Xi reactivation: activators of inactive X chromosome reactivation, primary screen, imaging, XiGFP fibroblasts, GFP high-content imaging, set 2. XiGFP mouse fibroblasts, % GFP-positive cells imaging, 3 d; cells co-treated with 5-aza-dC sensitizer; scaled so ellipticine positive control = 100%. activation, % at 7.58 µM. 0.055% of 360,000 active;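 active = mean normalized replicate activation at least 10% and every replicate at or above 10%; inconclusive = only one of the two criteria met; inactive = mean below 10% and not all replicates reach 10%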;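 note: 0% = median of on-plate neutral control wells and 100% = ellipticine 6 µM median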
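Material: SV40-immortalized XiGFP fibroblast cells, line 68-5-11 | Buffer or medium: DMEM containing 5-aza-dC | Dosing: One concentration, pinned | Times: 3 d treatment, 15 min room-temperature fixation | Controls: Ellipticine 6 µM positive control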
GSIS activator: GLuc luminescence reporter in INS-1E cells, primary screen for activators of glucose-dependent secretion of insulin; INS-1E GLuc reporter insulin secretion, 2-3 h; activation, % at 16.6 µM; 0.61% of 370,000 active; AID 743287, 2014;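 active = lowest replicate activation of at least 40%, so every replicate reaches that level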;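 note: 0% = median of neutral control wells and 100% = median of IBMX positive control wells; some compounds called inactive have numbers as strong as hits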
DENV2 CPE rescue: inhibitors of DENV2 cytopathic effect, primary screen, cell-based, plate reader, single concentration; CPE inhibition, % at 9.99 µM; 1.7% of 350,000 active; DENV2-infected cells, cytopathic effect rescue; in the data active = CPE inhibition above about 20%, passing the limit was not always enough; inconclusive = no clear call, values can overlap the other calls; tested in BHK-21 cells;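 note: 0% = median of neutral control wells and 100% = median of positive control wells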
RAD54 inh: inhibitors of human RAD54 branch migration, primary screen, biochemical, fluorescence, single point; DNA repair and recombination protein RAD54-like (Homo sapiens), Q92698; RAD54 Holliday junction branch migration, FAM/BHQ fluorescence; inhibition, % at 10.4 µM; 0.14% of 360,000 active; AID 602329, 2012;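 active = mean normalized replicate activity at least 40 and at least half of replicates scoring 40 or more; inconclusive = only one of the two criteria met; inactive = mean below 40 and under half of replicates reaching 40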;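 note: 0% = median of neutral control wells and 100% = median of positive control wells; inhibitors cause a drop in the FAM fluorescence signal; in these data hits start at about 50%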
RAD52 anneal inh: RAD52 DNA annealing inhibitors, primary screen, biochemical, FRET, single point, set 2; DNA repair protein RAD52 homolog (Homo sapiens), P43351; recombinant RAD52 DNA annealing, FRET fluorescence; inhibition, % at 18.7 µM; 0.46% of 360,000 active; AID 651710, 2012;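 active = every replicate showing at least 50% inhibition; inconclusive = mean inhibition at least 50% but not in every replicate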
The depositor's hits bear a star; ? = inconclusive; / = no result given; & = joins results of further samples.

Every second line gives: CASP6 VEID inh	E-selectin induc	F508del corr	Xi reactivation	GSIS activator	DENV2 CPE rescue	RAD54 inh	RAD52 anneal inh
> CC(C)NC(=O)Nc1ccc2c(c1)C(=O)N([C@@H](C)CO)C[C@@H](C)[C@H](CN(C)Cc1ccc(C(F)(F)F)cc1)O2
→ 2.5	38.3*	3.1	0.1	1.4	8.9	32.0	8.8
> O=[N+]([O-])c1ccc(NC(=S)NCC(c2cccnc2)N2CCOCC2)cc1 (centres undefined)
→ -3.7	/	/	0.0	3.8	-2.7	/	7.7
> Cc1cc2ccccn2c1C(=O)Nc1cccc(Cl)c1
→ -3.5	1.8	-1.7	0.1	10.4	-3.0	/	-13.7
> C[C@@H]1CN([C@@H](C)CO)C(=O)Cc2cc(NC(=O)c3ccncc3)ccc2O[C@@H]1CN(C)S(=O)(=O)c1ccc(F)cc1
→ 0.2	-0.3	1.3	-0.1	12.7	-0.7	-2.0	-1.9
> CC(C)(C)NC(=O)C[n+]1ccc(C(N)=O)cc1
→ 0.2	/	/	0.3	-4.5	-5.3	0.2	-4.9
> CCOc1ccc2oc(=O)cc(CN3CCN(C(=O)c4ccco4)CC3)c2c1
→ 2.1	-0.9	-0.1	0.0	-6.0	-5.7	4.6	-7.3
> CCOC(=O)C(=NC1CCS(=O)(=O)C1)NNc1cc(Cl)ccc1Cl (centres undefined)
→ 3.3	0.0	-0.7	-0.1	-13.1	6.9	4.2	-17.0
> O=c1ccn(-c2ccccc2)[nH]1
→ -1.7	8.1	1.1	0.2	-0.3	0.8	0.6	-2.8
> CN(Cc1nccn1C)C(=O)CCc1nnc(CCC2CCCCC2)o1
→ 1.4	/	/	0.3	27.2	-0.5	/	-9.3
> CC(C)OC(=O)N(C)C[C@@H]1OCc2cnnn2CCCC(=O)N([C@@H](C)CO)C[C@H]1C
→ -0.6&-0.6&-1.2	0.2&0.3	3.4&-1.0&-1.2	0.2&-0.3	16.7&-1.2	-0.4&-5.4&1.2	1.2&5.3	2.8&0.3&-15.4
> C/C(=N\NC(=O)Cc1ccccc1Cl)c1cccnc1
→ 0.8	-0.2	-2.2	0.4	14.0	12.1	-0.3	-15.9
> CN1CCCC1(C)C(=O)NCc1ccc(F)cc1Cl (centres undefined)
→ -2.7	0.0	-1.1	0.4	12.9	-6.0	3.2	-10.9
> COc1ccc(-c2nc3ccccc3c(=O)n2NC(=O)c2cccnc2Cl)cc1OC
→ 2.4	1.0	-1.0	0.1	11.2	6.1	/	-8.5
> COc1ncccc1-c1nnn(-c2ccc(Cl)c(Cl)c2)n1
→ -2.0	-0.1	-0.8	0.0	3.1	-3.4	-0.5	0.6
> COc1ccc(-n2c(C)cc(/C=C3\C(=N)N4N=C(CC(=O)N5CCOCC5)SC4=NC3=O)c2C)cc1
→ /	/	-1.5	0.2	-9.0	3.5	-5.3	-44.0
> O=C(C[C@H]1CC[C@H](NC(=O)Cc2ccccn2)[C@@H](CO)O1)NCCc1ccncc1
→ /	0.0	0.8	0.7	4.6	0.6	4.5	-19.6
> O=C(O)C1(c2ccccc2)CCN(S(=O)(=O)c2ccc(F)c(F)c2)CC1
→ -2.2	-0.1	1.5	0.2	3.6	-7.1	8.9	-5.1
> Cn1c(=O)c2c(ncn2CC(=O)OCC(=O)Nc2cccc(Cl)c2)n(C)c1=O
→ 0.4	2.4	-2.7	-0.1	4.0	-0.5	/	-3.4
> CCCC#Cc1ccc(CC[C@H]2O[C@H]3CC[C@H](CO)O[C@H]3C[C@H]2NC(=O)CN2CCOCC2)cc1
→ 0.0	/	0.4	/	/	13.1	/	-0.9
> N/C(CS(=O)(=O)c1ccccn1)=N\OC(=O)c1ccc(Cl)cc1
→ -1.3	3.2	-0.2	0.1	4.8	1.8	/	-2.3
> CCNS(=O)(=O)c1ccc(NC(=O)Nc2ccc3c(c2)OCO3)cc1
→ 7.5	0.1	-0.3	0.2	-4.3	-15.2	-8.0	2.6
> Cc1cccc(N2C(=O)C3CC3C2=O)c1 (centres undefined)
→ -0.3	/	-1.2	0.2	0.3	5.5	/	-18.0
> COCC(=O)N1C[C@@H](C)[C@H](OC)CN(C)C(=O)c2ccc(NC(=O)Nc3ccccc3)cc2OC[C@@H]1C
→ 1.6	0.2	0.9	0.1	-7.5	6.4	/	-14.1
> Cc1cccc(NC(=O)CN2CCc3cc4c(cc3C2)OCCCO4)c1
→ -2.4	/	0.0	0.0	-15.1	6.6	-1.6	1.0
> CC1CCCCC1NC(=O)NC(=O)COC(=O)c1cncc(Br)c1 (centres undefined)
→ 1.1	-0.4	-8.5	-0.5	-22.0	0.9	9.8	-12.2
> CO[C@H]1CN(C)C(=O)c2ccc(NS(C)(=O)=O)cc2OC[C@@H](C)N(Cc2ccccn2)C[C@H]1C
→ /	7.8	-1.9	0.1	6.4	/	6.4	/
> Cc1cc(C)c2c(=O)n3c(nc2c1)C(Cc1ccccc1)NC(=O)c1cc2ccccc2cc1-3 (centres undefined)
→ 2.1	4.5	-2.4	0.0	15.4	19.9	0.7	-2.4
> CC1=CC(C)C(C(=O)O)C(C(=O)N2CCN(C)CC2)C1 (centres undefined)
→ /	-0.3	-3.5	0.0	-0.3	3.4	/	-16.9
> C[C@H](CO)N1C[C@H](C)[C@H](CN(C)S(C)(=O)=O)Oc2ncc(C#CC3(O)CCCC3)cc2C1=O
→ -4.2	-0.3	-0.4	-1.4	29.7	11.2	3.1	-7.8
> COc1ccc2c3c([nH]c2c1)[C@H](CO)N(C(=O)C1CCCCC1)CC31CN(C(=O)c2ccncc2)C1
→ /	-0.2	-0.4	0.3	-3.8	-5.1	/	/
> C[C@H](CO)N1C[C@H](C)[C@@H](CN(C)S(=O)(=O)c2ccc(Cl)cc2)Oc2ccc(NC(=O)Nc3ccc(F)cc3)cc2C1=O
→ -0.4	2.3	-1.4	-0.1	-26.0	-6.0	-12.1	0.8
> Cc1ccc(N(C(=O)c2csnn2)C(C(=O)NC2CCCC2)c2ccccn2)c(C)c1 (centres undefined)
→ 1.3	/	1.8	0.3	-1.3	12.4	13.0	-0.8
> O=[N+]([O-])c1ccc(-c2cccnc2)cc1
→ -2.5	1.0	-2.2	0.2	-3.7	6.8	0.2	-6.0
> COc1ccc(NC(=O)Nc2ccc3c(c2)C(=O)N([C@@H](C)CO)C[C@H](C)[C@@H](CN(C)S(=O)(=O)c2cccs2)O3)cc1
→ -1.5	-1.9	0.7	0.2	-3.8	-6.7	-0.2	-0.7
> CN(/N=C/c1ccc(C(C)(C)C)cc1)C1=NCCN1
→ -1.1	11.5	0.7	0.2	0.8	10.3	/	-17.6
> C[C@@H]1CN([C@H](C)CO)C(=O)c2cc(-c3cccc(F)c3)cnc2O[C@H]1CN(C)Cc1cncnc1
→ -1.9	0.1	2.8	-0.8	-1.8	-2.4	0.6	7.1
> COc1ccc(S(=O)(=O)N(C)C[C@@H]2OCCCC[C@@H](C)Oc3ccc(NC(=O)Nc4ccc(C(F)(F)F)cc4)cc3C(=O)N([C@H](C)CO)C[C@@H]2C)cc1
→ 0.6	-0.1	1.8	-0.7	13.5	-3.3	-0.9	10.8
> COc1ccc(C2=NOC(C(=O)O)C2)cc1 (centres undefined)
→ -0.8	/	/	/	6.9	/	-18.2	-13.7
> NC(N)=NC(N)=Nc1ccc(O)cc1
→ 6.4	-0.2	-1.5	-0.1	10.4	2.8	-6.4	1.5
> CN(C)C(CNC(=O)c1ccc(NS(=O)(=O)c2ccc(F)c(F)c2)cc1)c1ccccc1 (centres undefined)
→ -0.4	-0.3	1.0	-0.2	-20.9	-4.8	7.8	-1.8
> COc1ccc(N2CCN(S(=O)(=O)CCNC(=O)c3cc(=O)c4ccccc4o3)CC2)cc1
→ -1.7	/	-0.4	0.1	2.0	?	5.4	-8.5
> C[C@H]1CN([C@@H](C)CO)C(=O)c2cc(NS(=O)(=O)c3ccc(F)cc3)ccc2O[C@H]1CN(C)C(=O)NC1CCCCC1
→ -1.2	-16.4	1.7	0.0	-4.1	2.6	2.8	-10.3
> CC(=O)Oc1ccc(/C=N/NC2=NS(=O)(=O)c3ccccc32)cc1
→ 5.3	-0.8	1.7	0.0	-2.1	?	8.1	-11.9
> Cc1c(F)cccc1NS(=O)(=O)c1ccc2c(c1)NC(=O)CO2
→ 3.3	-0.6	3.0	0.0	-6.8	4.2	/	-3.5
> CCC(C(=O)NC1CCCC1)n1c(C2CCCC2)nc2ccccc21 (centres undefined)
→ -1.5	0.0	-0.7	-0.3	-6.7	-14.0	/	-5.3
> O=C(CCNC(=O)c1ccccc1Cl)NCC(c1ccc(F)cc1)N1CCOCC1 (centres undefined)
→ 5.2	/	-2.9	0.1	-3.9	16.4	-4.8	4.1
> COc1ccc(C(C(=O)NC2CCCCC2)N(C(=O)c2sc(C)nc2C)c2ccccc2)cc1 (centres undefined)
→ -1.8	/	/	0.2	-24.2	1.1	1.1	-2.9
> CC(C)C(=O)Nc1ccc(NC(=S)NC(=O)c2ccccc2F)cc1
→ 0.3	-0.2	1.5	0.1	-4.2	12.0	-2.9	-4.9
> CC(C)C(=O)Nc1ccc(C(=O)N/N=C/c2cc(Br)cc(Br)c2O)cc1
→ 15.3	0.4	3.6	0.0	-6.4	1.6	/	-4.3
> Cc1cc(=O)[nH]c2ccc(S(=O)(=O)Nc3ccccc3)cc12
→ -1.4	/	-1.5	0.0	3.2	9.0	-7.2	1.4
> COc1ccc(C#Cc2ccc3c(c2)[C@@H]2[C@@H](CCN2S(=O)(=O)c2ccc(OC)cc2)[C@@H](CO)N3C)cc1
→ -2.7	0.6	4.3	0.2	10.9	-11.3	-1.7	-6.0
> O=C(NCC[C@H]1CC[C@H](NS(=O)(=O)c2ccc(Oc3ccccc3)cc2)[C@@H](CO)O1)C1CC1
→ -4.9	1.0	2.7	0.8	-1.3	85.3*	-0.8	1.4
> C[C@@H]1CN([C@H](C)CO)C(=O)c2cc(NC(=O)Nc3ccc4c(c3)OCO4)ccc2O[C@@H]1CN(C)S(=O)(=O)c1ccccc1
→ 1.0	-3.0	0.9	-0.1	-14.4	-2.4	-6.8	-6.3

Hits appear at their usual frequency; about 3.7% have a hit in one of these screens.
